# Assay outcomes from PubChem BioAssay.
# BAP1 block = inhibitors of BAP1 deubiquitinase, primary screen, biochemical, Ub-AMC fluorescence, kinetic; Ubiquitin carboxyl-terminal hydrolase BAP1 (Homo sapiens), Q92560; recombinant BAP1, Ub-AMC hydrolysis fluorescence kinetic; active compounds read low; activity remaining (% of control), % at 20 µM; hit rate 0.48% among 72,000; AID 436, 2006;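 active = activity remaining at or below 50% of control, provided the compound also passes the data quality filters; inactive = the rest, including low values that fail the filters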;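 note: 100% = DMSO wells rate and 0% = substrate alone blank rate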
# HePTP inhibitor = inhibitors of human HePTP phosphatase, primary screen, biochemical, absorbance, leukemia target | Tyrosine-protein phosphatase non-receptor type 7 (Homo sapiens), P35236 | inhibition, % at 20 µM | recombinant HePTP phosphatase activity, OD absorbance | hit rate 0.64% among 110,000; in the data active = inhibition above about 50%;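 note: plate controls were vehicle for no effect and reference inhibitor for full effect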
# Target sequence (P35236 whole entry, looked up): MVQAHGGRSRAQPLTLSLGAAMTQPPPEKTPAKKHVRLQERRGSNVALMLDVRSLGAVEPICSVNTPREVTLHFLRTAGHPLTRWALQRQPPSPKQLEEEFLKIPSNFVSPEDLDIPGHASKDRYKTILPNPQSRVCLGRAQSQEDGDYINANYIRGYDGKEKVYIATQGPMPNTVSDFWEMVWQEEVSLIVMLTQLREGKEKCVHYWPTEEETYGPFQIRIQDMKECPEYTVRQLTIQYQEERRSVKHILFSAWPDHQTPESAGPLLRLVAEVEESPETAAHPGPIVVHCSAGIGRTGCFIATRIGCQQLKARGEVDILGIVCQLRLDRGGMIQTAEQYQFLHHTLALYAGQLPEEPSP
# Active calls of the source: *; . = not tested or not shown; & = joins results of further samples.
SMILES,BAP1 block,HePTP inhibitor
COCCCN1C(=O)C(=O)/C(=C(/O)c2ccc3c(c2)OCCO3)C1c1ccc(C(=O)OC)cc1 (stereo not drawn),65.4,-3.3
OCC1(CO)COC(c2ccccc2)=N1,.,7.3
CCCNc1nc2c(c(=O)[nH]c(=O)n2C)n1CCCc1ccccc1,68.5,6.5
CN1CC=C2C(C#N)=C(N)C(C#N)(C#N)C(c3cccc(Cl)c3Cl)C2C1 (stereo not drawn),95.6,-4.3
O=C(NC1CCCc2ccccc21)C1CCCO1 (stereo not drawn),.,-2.8
C/C(=N\N=C1\NC(=O)C(CC(=O)Nc2ccccc2[N+](=O)[O-])S1)c1ccc(Br)cc1 (stereo not drawn),.,6.5
O=C(CN(c1ccc(F)cc1)S(=O)(=O)c1ccccc1)Nc1ccc(Cl)cc1,.,2.0
Cc1ccc(OCc2nn3c(-c4ccco4)nnc3s2)cc1,90.9,-6.4
COc1ccc2nc3sc(C(=O)NCc4cccs4)c(N)c3cc2c1,.,6.5
CNc1oc(-c2ccc(Cl)cc2)nc1C#N,.,3.6
Cc1ccccc1C(=O)NC(NC(=O)c1ccccc1C)c1cccc([N+](=O)[O-])c1,.,-3.4
CCC(C)c1ccc(NS(=O)(=O)c2ccc(NC(C)=O)cc2)cc1 (stereo not drawn),.,5.6
Cc1cc(-c2ccco2)n(CC(=O)NCc2ccco2)n1,96.1,-4.7
Cc1ccc(N2CC(C(=O)Nc3ccccn3)CC2=O)cc1 (stereo not drawn),81.0,-4.4&3.8
Clc1ccccc1CN1CCN(N=Cc2ccccc2Br)CC1,.,7.5
CC1Cc2ccccc2N1C(=O)c1ccnc(C(C)(C)C)c1 (stereo not drawn),81.6,-0.3
COc1ccc(NC(=O)/C(=C\c2ccco2)NC(=O)c2ccco2)cc1,.,1.2
COc1ccc(CNC(=O)CN(c2ccc(Br)cc2)S(=O)(=O)c2ccccc2)cc1,.,4.4
CCC(C)NC(=O)C1CN(S(=O)(=O)c2ccccc2)CCN1S(=O)(=O)c1ccccc1 (stereo not drawn),103.3,13.7&5.5
COc1ccc(C(=O)NC(C(=O)NCc2ccccn2)C(C)C)cc1 (stereo not drawn),113.6,3.4

# Random excerpt: four records from the list, in no set order.
SMILES,BAP1 block,HePTP inhibitor
Cc1cc(-c2ccco2)n(CC(=O)NCc2ccco2)n1,96.1,-4.7
COc1ccc(C(=O)NC(C(=O)NCc2ccccn2)C(C)C)cc1 (stereo not drawn),113.6,3.4
CCC(C)c1ccc(NS(=O)(=O)c2ccc(NC(C)=O)cc2)cc1 (stereo not drawn),.,5.6
O=C(CN(c1ccc(F)cc1)S(=O)(=O)c1ccccc1)Nc1ccc(Cl)cc1,.,2.0

# The list continues.
SMILES,BAP1 block,HePTP inhibitor
CC1=C(C#N)c2nc(N)c(C#N)c(C)c2/C1=C\c1ccc(-c2cccc(Cl)c2)o1,.,4.3
CN(C)c1oc(COc2ccccc2F)nc1C#N,115.8,1.2
CCOc1ccccc1NC=C1C(=O)OC(C)(C)OC1=O,81.7,6.0
O=C(NC1CC1)c1cccc(Nc2ccc(-c3ccc4c(c3)OCCO4)nn2)c1,90.0,-9.2
COc1ccc(/C=C/C(=O)O)cc1S(=O)(=O)Nc1ccc(C(=O)O)c(O)c1,.,6.6
COc1ccc(-c2cc3ccccc3n2CC(O)CN2CCOCC2)cc1 (stereo not drawn),.,4.2
COc1ccc(C(C)=O)cc1COC(=O)Cn1cnc2ccccc2c1=O,115.5,8.6
COc1ccc(CN2C(=O)CN=C2Nc2ccc(C)cc2C)cc1,102.9,-13.6
CCOC(=O)Nc1nnc(-c2cccc(OC)c2)s1,.,8.6
COC(=O)c1c(N)sc(C(C)=O)c1C,94.1,3.1
N=C(SC1CC(=O)N(c2ccccc2Cl)C1=O)N1N=C(c2cccs2)CC1c1ccc(Br)cc1 (stereo not drawn),.,9.1
C=CCNc1ncnc2ccc(Br)cc12,92.1,4.5&-3.4
O=C(N/N=C/c1ccc(Cl)c(Cl)c1)C1CC(=O)N(c2ccccc2)C1 (stereo not drawn),.,3.8
O=C(OCc1ccc([N+](=O)[O-])cc1)c1ccc(C(=O)OCc2ccc([N+](=O)[O-])cc2)cc1,113.7,.
Cn1cccc1C(=S)N=P(C1CCCCC1)(N1CCOCC1)N1CCOCC1,103.2,14.0
COc1cc(C(=O)Nc2ccc(NC(=O)c3ccco3)nc2)cc(OC)c1OC,106.3,7.1
Cc1ccccc1Oc1ccc(S(=O)(=O)NCCC(=O)O)cc1,89.4,7.7
O=C(NCCN1CCCC1=O)Nc1ccccc1,104.3,5.2&-5.3
CCOc1ccc(NC(=O)CSc2nc3cccnc3n2CC)cc1,92.3,13.4
CCCC(=O)NCCc1c2n(c3ccc(OC)cc13)CCCc1ccccc1-2,107.7,.

# Some of these compounds in order of their number in BAP1 block, high to low.
SMILES,BAP1 block,HePTP inhibitor
O=C(OCc1ccc([N+](=O)[O-])cc1)c1ccc(C(=O)OCc2ccc([N+](=O)[O-])cc2)cc1,113.7,.
COc1ccc(CN2C(=O)CN=C2Nc2ccc(C)cc2C)cc1,102.9,-13.6
CCOc1ccc(NC(=O)CSc2nc3cccnc3n2CC)cc1,92.3,13.4

# More records.
SMILES,BAP1 block,HePTP inhibitor
CCc1nc(NCCN2CCOCC2)c(C#N)c2c1CCCC2,99.2,7.1
CC1=C(C(=O)OC2CCCCCCC2)C(c2cccc(O)c2)NC(=O)N1 (stereo not drawn),83.5,-5.0
O=C(Cn1[nH]c(=O)c2ccccc2c1=O)NCc1cccnc1,100.2,-4.3
COC(=O)c1cc2nc(-c3ccc(OC)c(OC)c3)cc(C(F)(F)F)n2n1,43.8*,6.2
N#Cc1nc(COc2ccccc2F)oc1NCc1ccc(F)cc1,74.5,7.1
COc1ccc(N2CCN(C(=O)c3ccc4c(=O)n(CC5CCCO5)c(=O)[nH]c4c3)CC2)cc1 (stereo not drawn),97.7,-5.5
Cc1ccc(S(=O)(=O)NCCOc2ccccc2)cc1[N+](=O)[O-],.,0.0
Cn1nnnc1SCC(=O)NCC(=O)c1ccccc1,107.9,1.3&8.3
N/C(=N\OC(=O)c1ccc(F)cc1)c1ccncc1,.,-5.1
C=CCOc1cccc(C2c3c(oc4ccccc4c3=O)C(=O)N2c2ccccn2)c1 (stereo not drawn),72.3,1.6
COc1ccc(-c2nocc2C#N)cc1OC,.,-17.0
COc1ccc(N2CCN(C(=O)c3ccc(CNc4c(N5CCOCC5)c(=O)c4=O)cc3)CC2)cc1,93.4,-1.9
CC(C(=O)NCc1ccccc1)N1C(=O)C2CC=C(Cl)CC2C1=O (stereo not drawn),136.8,-12.5
CN(C)CCN1C(=O)C(O)=C(C(=O)c2ccco2)C1c1ccccc1F (stereo not drawn),63.7,2.0
COc1ccc(C2CC(c3cccc(C)c3)n3nc(N)nc3N2)cc1 (stereo not drawn),81.7,3.6
COc1ccc(NC(=O)CS(=O)CC(=O)NCc2cccc(C(F)(F)F)c2)cc1 (stereo not drawn),93.8,4.0
CC(=O)CSc1nc2c(c(=O)[nH]c(=O)n2C)n1CC(N)=O,80.1,.
CC1CN(c2oc(-c3ccco3)nc2S(=O)(=O)c2ccccc2)CC(C)O1 (stereo not drawn),168.5,-8.5
COc1cc([N+](=O)[O-])ccc1NC(=O)COc1cccc(Cl)c1,.,12.6
COc1ccccc1/C=C/C(=O)c1ccc(Cl)cc1,.,-9.6

# A section from the list above, as a working copy:
SMILES,BAP1 block,HePTP inhibitor
CCc1nc(NCCN2CCOCC2)c(C#N)c2c1CCCC2,99.2,7.1
CC1=C(C(=O)OC2CCCCCCC2)C(c2cccc(O)c2)NC(=O)N1 (stereo not drawn),83.5,-5.0
O=C(Cn1[nH]c(=O)c2ccccc2c1=O)NCc1cccnc1,100.2,-4.3

# Other records.
SMILES,BAP1 block,HePTP inhibitor
COc1ccccc1CNC(=O)COC(=O)c1ccc(S(=O)(=O)N2CCCC2)cc1,106.0,6.4
COc1cc([N+](=O)[O-])ccc1NC(=O)COc1ccccc1Cl,.,6.8
Cc1cc(NS(=O)(=O)c2ccc(NC(=O)CCc3ccccc3)cc2)no1,73.6,2.8
COc1ccc(N2C(=O)NC3CC2(C)Oc2ccc(Cl)cc23)cc1OC (stereo not drawn),129.5,4.3
Nc1ccc(Oc2cc(N)cc(Oc3ccccc3)c2)cc1,92.5,.
CCOc1ccc(NC(=O)CCC(=O)OC)cc1,92.2,5.5&-2.2
O=C(O)c1ccc(N=CC=Cc2ccc([N+](=O)[O-])cc2)cc1,115.0,.
Cn1nnnc1SCC(=O)Nc1ccc2c(c1)oc1ccccc12,.,-0.5
CCn1c(Cc2ccccc2)nnc1SCC(=O)Nc1cc(C)on1,97.8,6.1
COc1ccccc1NC(=O)c1cc(C(C)(C)C)oc1C,132.3,.
O=C(/C=C/c1ccc(Cl)cc1)Nc1ccc(Cc2ccncc2)cc1,.,8.1
COCCN1Cc2cccc(C(=O)NC3CCCCCC3)c2C1=O,113.1,8.3
Cc1onc(-c2ccccc2Cl)c1C(=O)N1CCc2ccccc21,86.2,11.5
Cn1nnnc1SCCNCC#Cc1ccccc1,99.7,-15.4
COc1cc(-c2nnc(SCC(=O)c3ccccc3)o2)cc(OC)c1OC,103.2&130.3,2.9
COc1ccc(CC(=O)Nc2ccc(Cl)c(C(F)(F)F)c2)cc1OC,.,-6.6
O=C(Nc1ccc2nn(-c3ccc(Br)cc3)nc2c1)c1cccnc1,.,6.7
CCOC(=O)c1[nH]c2c(c1C)C(=O)CC(c1ccc(OCC)c(OC)c1)C2 (stereo not drawn),123.0,7.2
CCCCOC(=O)COc1cc2oc(=O)c3c(c2cc1Cl)CCC3,.,8.2
COc1ccc(-c2onc(C)c2-c2ccc(C(=O)OC(C)C)o2)c(O)c1,88.7,-4.4
O=C1NC(=Nc2ccc(Br)cc2)S/C1=C\c1ccccc1[N+](=O)[O-],.,7.0
C=C(C)CSc1nc2c(cc1C#N)CCC2,.,4.9
CCOc1ccccc1C(=O)NC(C(=O)OCC(=O)Nc1nnc(-c2ccccc2)o1)C(C)C (stereo not drawn),152.2,-0.7
COc1ccccc1/C=c1\sc2nc(-c3ccc(C)cc3)nn2c1=O,.,9.8
CCn1c2ccccc2c2cc(NC(=O)c3ccccc3Cl)ccc21,.,5.2
CC1Cn2c(nc3sc4c(c3c2=O)CC(C)(C)OC4)N1CCO (stereo not drawn),.,13.7
CCOc1ccc(-c2cc(C(=O)O)c3ccccc3n2)cc1OCC,.,3.4
Cc1ccsc1C(=O)OCc1csc(-c2ccccc2)n1,53.0,8.5
CC(=O)Oc1ccc(C(=O)Nc2nccs2)cc1,87.8,-8.4
O=C(NCC1CCCO1)c1nn2cccnc2c1Cl (stereo not drawn),131.9,3.2
COc1ccc(OC)c(Nc2nc(-c3sc(N)nc3C)cs2)c1,100.7,-5.8
COc1cc(OC)cc(C(=O)NCCC2=CCCCC2)c1,.,4.4
CCCOc1ccc(Cc2nn[nH]n2)cc1,77.1,9.6
c1ccc2nc3c(nc2c1)CCc1nonc1-3,136.5,-6.9
NCCCCCNC(=O)/C=N\O,96.5,1.4
CCN1CCN(Cc2c(O)ccc3c(=O)c(-c4ccccc4OC)c(C(F)(F)F)oc23)CC1,.,7.9
Cn1c(=O)c2c(nc(NCCOCCO)n2Cc2ccccc2Br)n(C)c1=O,84.7,.
CN(C)Cc1c(O)ccc2c(=O)c(-c3ccc(Cl)cc3Cl)coc12,.,1.6
O=C(Nc1ccc(F)c(F)c1)NC1CCCCC1,97.2,5.1
Cc1ccc(CCC(=O)Nc2ncc(Cc3cccc(Cl)c3)s2)o1,.,3.2
CCOc1ccccc1OCC(=O)Nc1ccc(N2CCCCC2)cc1,147.8,5.7
CN1CCN(Cn2c(O)c(N=NC(=O)c3ccncc3)c3cc(Br)ccc32)CC1,.,1.4
COc1cccc(C(=O)N2c3ccccc3C(N(C(=O)C(F)(F)F)c3ccccc3)CC2C)c1 (stereo not drawn),.,8.2
Cc1ccc(-n2ncc3c(=O)n(Cc4ccccn4)cnc32)cc1C,86.0,10.1
CC1CCN(CCCCOc2ccc(Cl)cc2)CC1,.,5.1

# BAP1 block, entries above that show a hit
SMILES,BAP1 block,HePTP inhibitor
COC(=O)c1cc2nc(-c3ccc(OC)c(OC)c3)cc(C(F)(F)F)n2n1,43.8*,6.2
